# High-throughput results from PubChem BioAssay.
# MBNL1 CUG block = qHTS Assay for Inhibitors of MBNL1-poly(CUG) RNA binding; 0.036% of 280,000 active; TR-FRET MBNL1-His/biotin-(CUG)12 binding, 665/545 ratio; AID 2675, 2010; Potency, µM (top dose mostly 57.5 µM), for the others: at the highest dose activity change, negative = inhibition, most hits filed as inhibitors; active = well fitted inhibition curve with a large enough effect in the signal ratio, with a control signal flat, not every such curve was filed as active; inconclusive = small, poorly fitted or top-dose-only effect, or effect the other way, or a change in a side signal; inactive = no such curve, though single readings can be large or run the other way; the % refers to the signal ratio; also: % is scaled to controls: 0 for no effect and ±100 for the full control effect
#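 TR-FRET between His-tagged MBNL1 and biotin-(CUG)12 RNA, detected with Tb anti-His antibody (0.055 ng/ul) and streptavidin-XL665 (5 nM), 60 min at room temperature. Compounds titrated 92 nM to 58 uM; 665/545 nm ratio normalized to buffer and complex controls.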
# NPC1 promoter act = qHTS Assay for NPC1 Promoter Activators. Huh7 NPC1 promoter luciferase reporter, 24 h. Potency, µM (titrated, usually from 9.22 µM), inactives show at the top dose activation, most hits filed as activators. 2.4% of 320,000 active. AID 485313, 2010;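 also: % of control where 0% means no effect; nearly all actives have a fitted effect of over 60% in size; reporter is driven by a mutant NPC1 promoter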
#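 Luciferase expression driven by the NPC1 promoter was measured in stably transfected Huh7 cells after a 24 h compound incubation, using a luciferase reagent and a luminescence read.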
# p53 reactivator = qHTS assay for re-activators of p53 using a Luc reporter; H1299 p53-A138V BP100-luciferase reporter, luminescence, 24 h; Potency, µM (series often up to 92.2 µM), for the others: top-dose activity change, positive = activation, actives largely listed as activators; 0.063% of 320,000 active; also: % of control where 0% means no effect; nearly all actives have a fitted effect of over 45% in size
#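 H1299 (p53-null), stable ts p53-A138V + BP100-Luc; 1000 cells/well, Opti-MEM/10% FBS; cpd 4 pt, 1:5; 24 h, 37 deg C, 5% CO2; detection reagent 10 min RT; luminescence.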
# ELG1 genotoxic = qHTS screen for small molecules that induce genotoxicity in human embryonic kidney (HEK293T) cells expressing luciferase-tagged ELG1. HEK293T ELG1-luciferase reporter, luminescence, 16 h. Potency, µM (series often up to 46 µM), inactives show at the top dose activity change, positive = activation, hits mostly activators. 1.3% of 330,000 active; also: % of control where 0% means no effect; nearly all actives have a fitted effect of over 60% in size
#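 HEK293T cells expressing luciferase-tagged ELG1 were exposed to compound or DMSO vehicle for 16 hr at 37 °C and 5% CO2. Luciferase activity was then measured with ONE-Glo after 30 min at room temperature.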
# FLuc counter = qHTS profiling assay for firefly luciferase inhibitor/activator using purifed enzyme and Km concentrations of substrates (counterscreen for miR-21 project); purified FLuc, Km substrates, luminescence inhibition; 6.9% of 360,000 active; Potency, µM (titrated, usually from 57.5 µM), for the others: top-dose activity change, negative = inhibition, actives largely listed as inhibitors; AID 588342, 2011;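 also: plate controls were vehicle for no effect and reference inhibitor for full effect; nearly all actives have a fitted effect of over 55% in size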
# Target sequence (P08659 whole entry, looked up): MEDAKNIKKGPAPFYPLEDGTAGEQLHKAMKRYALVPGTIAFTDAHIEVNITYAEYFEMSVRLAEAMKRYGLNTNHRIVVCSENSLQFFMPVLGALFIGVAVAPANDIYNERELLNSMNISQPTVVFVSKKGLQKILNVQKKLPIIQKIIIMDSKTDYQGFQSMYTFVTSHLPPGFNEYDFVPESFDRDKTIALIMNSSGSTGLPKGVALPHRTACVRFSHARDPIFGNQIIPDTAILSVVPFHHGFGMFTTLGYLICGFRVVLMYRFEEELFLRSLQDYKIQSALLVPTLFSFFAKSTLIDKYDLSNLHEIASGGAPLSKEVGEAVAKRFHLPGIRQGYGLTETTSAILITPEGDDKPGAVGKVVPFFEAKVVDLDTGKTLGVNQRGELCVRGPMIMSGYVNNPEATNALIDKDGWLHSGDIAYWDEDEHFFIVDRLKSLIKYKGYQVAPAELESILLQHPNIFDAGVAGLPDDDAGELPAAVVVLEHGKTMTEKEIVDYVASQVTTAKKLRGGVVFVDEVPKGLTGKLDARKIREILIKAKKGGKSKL
#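 Purified P. pyralis luciferase (10nM final) with 10uM D-luciferin and 10uM ATP (Km levels) in 50mM Tris acetate pH 7.5, 10mM Mg acetate, 0.01% Tween-20, 0.05% BSA; qHTS 6-point titration, ~60 µM downward; luminescence read.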
# RORg inh = qHTS for inhibitors of ROR gamma transcriptional activity | Nuclear receptor ROR-gamma (Mus musculus), P51450 | Drosophila S2 Gal4-RORgamma UAS-luciferase reporter, 20 h | Potency, µM (series often up to 53.6 µM), inactives show at the top dose activity change, negative = inhibition, most hits filed as inhibitors | 5.4% of 310,000 active | AID 2551, 2010; also: % is scaled to controls: 0 for no effect and ±100 for the full control effect; nearly all actives have a fitted effect of over 60% in size
# Target sequence (P51450 whole entry, looked up, the tested form may be a part): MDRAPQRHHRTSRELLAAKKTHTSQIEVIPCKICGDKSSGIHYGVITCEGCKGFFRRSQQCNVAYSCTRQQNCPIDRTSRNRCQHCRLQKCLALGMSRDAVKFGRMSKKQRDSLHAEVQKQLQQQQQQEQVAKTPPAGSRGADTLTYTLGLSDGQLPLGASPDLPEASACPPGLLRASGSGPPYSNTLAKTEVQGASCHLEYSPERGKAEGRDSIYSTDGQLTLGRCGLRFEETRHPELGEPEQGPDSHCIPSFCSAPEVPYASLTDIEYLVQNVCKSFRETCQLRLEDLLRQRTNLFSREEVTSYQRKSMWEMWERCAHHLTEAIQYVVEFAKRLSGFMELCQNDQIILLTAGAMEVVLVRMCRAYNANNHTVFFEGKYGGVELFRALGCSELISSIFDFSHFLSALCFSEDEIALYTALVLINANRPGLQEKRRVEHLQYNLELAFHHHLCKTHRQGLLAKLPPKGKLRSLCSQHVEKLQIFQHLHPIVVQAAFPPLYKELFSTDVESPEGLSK
#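 Stably transfected Drosophila Schneider cells are the test system, with ROR gamma fused to Gal4 and luciferase under UAS control; luminescence is read after 20 hr of 700 uM copper sulfate induction at ambient temperature.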
# Gal4-VP16 FLuc = VP16 counterscreen qHTS for inhibitors of ROR gamma transcriptional activity | AID 2546, 2010 | Potency, µM (highest dose often 53.6 µM), without a hit: at the highest dose activity, negative = inhibition, most hits filed as inhibitors | 3.5% of 310,000 active | Drosophila S2 Gal4-VP16 UAS-luciferase, luminescence, 20 h;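 also: Gal4-VP16 expression switched on by copper sulfate through the metallothionein promoter; % is scaled to controls: 0 for no effect and ±100 for the full control effect; nearly all actives have a fitted effect of over 50% in size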
# CXXC DNA block = qHTS Fluorescence Polarization Assay for Inhibitors of MLL CXXC domain - DNA interaction | MLL-CXXC / FITC-HOXA9 DNA fluorescence polarization | Potency, µM (titrated, usually from 115 µM), for inactives: top-dose activity change, negative = inhibition, hits mostly inhibitors | 0.037% of 290,000 active; active = well fitted inhibition curve with a large enough effect in the polarisation, with a control signal flat, not every such curve was filed as active; inconclusive = small, poorly fitted or top-dose-only effect, or effect the other way, or a change in a side signal; inactive = no such curve, though single readings can be large or run the other way; the % refers to the polarisation
#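 Fluorescence polarization: 7 uM MLL-CXXC (stock) preincubated 5 min with compounds, then 50 nM fluorescein-HOX-A9 DNA (stock) added; 30 min ambient. Buffer 50 mM Tris-HCl pH 7.5, 50 mM NaCl, 1 mM DTT, 0.05% BSA.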
# Rab9 prom act = qHTS Assay for Rab9 Promoter Activators. Huh7 Rab9 promoter-luciferase reporter, luminescence, 24 h. Potency, µM (top dose mostly 9.22 µM), inactives show at the top dose activation, negative = inhibition, actives largely listed as activators. 2.8% of 320,000 active. AID 485297, 2010; also: % of control where 0% means no effect; nearly all actives have a fitted effect of over 60% in size
#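 Stable Rab9-luc Huh7, 1500 cells/well, 2 h settle; cmpd in DMSO, 24 h, 37 °C/5% CO2; luciferase reagent 10 min RT; luminescence.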
# uPA surface inh = qHTS for Inhibitors of Cell Surface uPA Generation; cell surface uPA generation assay, qHTS; 0.31% of 330,000 active; Potency, µM (doses to about 38.3 µM), without a hit: top-dose activity change, negative = inhibition, most hits filed as inhibitors; active = well fitted inhibition curve with a large enough effect; inconclusive = small, poorly fitted or top-dose-only effect; inactive = no such curve, though single readings can be large or run the other way; tested in mouse RAW 264.7 cells; also: % is scaled to controls: 0 for no effect and ±100 for the full control effect; nearly all actives have a fitted effect of over 55% in size
# BRCA1 expr act = qHTS Assay to Identify Small Molecule Activators of BRCA1 Expression. MCF7-BRCA1-FFLuc reporter, luminescence, 48 h; response scale: scaled: vehicle 0%, 10 µM genistein 100%. Potency, µM (series often up to 46.1 µM), without a hit: at the highest dose activation, usual class: activators. 1.1% of 380,000 active. AID 624202, 2012; also: nearly all actives have a fitted effect of over 80% in size; some results filed as inactive show a strong effect at the top dose
#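 Cells: MCF7-BRCA1-FFLuc, 2000/well. Exposure: 48 h, 37 °C, 5% CO2. Read: luminescence, 15 min post-substrate. Controls: genistein 10 microM (maximal activation), DMSO (neutral).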
# Starred values were filed as active, the others as inactive; ? = inconclusive; · = not tested or not shown; & = joins results of further samples; [ ] = dose if it differs, or a comment. Unless noted, calls follow the shape of the dose curve; as a rule, active = well fitted curve in the direction sought with a large enough effect; inconclusive = small, poorly fitted or top-dose-only effect, or another doubt; inactive = no such curve, though single readings can be large; an effect the other way counts as inactive or inconclusive. Potency is read from the fitted curve at half-maximal effect. These rows are one share of the data; count on the stated rates, not on these rows.
compound	p53 reactivator	NPC1 promoter act	ELG1 genotoxic	BRCA1 expr act	FLuc counter	RORg inh	Gal4-VP16 FLuc	uPA surface inh	Rab9 prom act	CXXC DNA block	MBNL1 CUG block
CCOc1ccccc1C1N=C(c2ccc(OC)cc2)CC(c2ccccc2O)N1 (stereo not drawn)	?	?	?	23%	19µM*	-38%	-4%	-8%	?	24%	2%
O=C(Nc1cc2c3c(c1)CC(=O)N3CCC2)c1ccc(Br)cc1	2%	0%	11%	-34%	15µM*	·	·	-18%	0%	·	·
Clc1ccc2c(c1)CNc1c(ncnc1N1CCOCC1)O2	?	6%	-9%	-26%	-8%	0%	0%	8%	2%	-9%	0%
CC(=O)N(C(C)=O)c1nc(-c2ccccc2)cn1/N=C/c1cccc([N+](=O)[O-])c1	-1%	2%	-2%	0%	-20%	8%	4%	-5%	-5%	-12%	18%
CCn1cc(C(=O)OCC(=O)Nc2cccc(C)c2)c(=O)c2ccc(C)nc21	-2%	0%	1%	-17%	1%	-19%	-2%	3%	0%	-1%	-3%
O=C(/C=C/c1cn(CC(O)CN2CCCCCC2)c2ccccc12)c1cccs1 (stereo not drawn)	5%	-5%	2%	-32%	?	10%	-21%	-7%	-6%	87%[activator]	·
C=CCn1c(SCC(N)=O)nnc1-c1cccc(Br)c1	0%	9%	0%	-1%	1%	-3%	-7%	2%	-1%	0%	-8%
O=C(C[n+]1cccc2ccccc21)c1ccccc1	11%	3%	-5%	-2%	-3%	2%	-10%	8%	-6%	5%	?
CCCNC(=O)C1CC(=O)N(c2ccc(OCc3ccc(Cl)cc3)cc2)C1 (stereo not drawn)	29%	1.4µM*	1.8µM*	66%	2.1µM*	8%[1.91 µM]	-8%	2%	4µM*	15%	-1%
CC(C)c1nc2scc(-c3ccc(Cl)cc3)c2c(=O)n1N	9%	1%	0%	71%	?	?	-3%	1%	15%	-6%	-9%
CC(C)C(=O)NNC(=O)CSc1nnc(-c2ccccc2)c(-c2ccccc2)n1	·	?	0%	6%	1%	·	·	-2%	-5%	0%	?
COc1cccc(NS(=O)(=O)c2c(C(=O)N3CCCCCC3)c(C)n(C)c2C)c1	-1%	2%	2%	8%	-3%	-12%	2%	-4%	1%	6%	-1%
Cc1cccc(C)c1OCc1nnc(NC(=O)CSc2ccc(Cl)cc2)s1	15%	-1%	-1%	4%	2%	-16%	-1%	2%	-3%	-11%	·
O=C(c1cnn(-c2ccc(Cl)cc2)c1)c1ccccc1O	19%	3.5µM*	7.3µM*	?	2.1µM*	-38%	-30%	0%	3.5µM*	7%	-1%
CC1CC(NC(=O)c2c(O)nc3sccn3c2=O)CC(C)(C)C1 (stereo not drawn)	0%	-10%	-6%	-37%	-1%	·	·	6%	0%	·	·
Cc1ccn2c(=O)nc(SCC(=O)NC3CCCC3)nc2c1	-10%	0%	-1%	-17%	0%	·	·	-2%	-4%	·	·
Cc1cc(O)cc(O)c1C=NCc1ccco1	?	1%	-3%	-52%	0%	?	5.6µM*	-10%	4%	-8%	·
Cn1c(=O)[nH]c(=O)c2c1nc(CN1CCN(c3ccc(F)cc3)CC1)n2CCN1CCOCC1	0%	1%	0%	5%	1%	-5%	2%	1%	3%	-5%	-9%
Cc1ccc(S(=O)(=O)N2CCC(N3CCN(C)CC3)CC2)cc1Cl	3%	-8%	-3%	-9%	2%	-26%	-11%	2%	-1%	2%	-3%
O=C1NC(=Nc2ccccc2)SC1Cc1ccccc1 (stereo not drawn)	-1%	1%	-17%	7%	2%	-12%	0%	-6%	8%	?	0%

# Individual results from the list:
# In Rab9 prom act, Cn1c(=O)[nH]c(=O)c2c1nc(CN1CCN(c3ccc(F)cc3)CC1)n2CCN1CCOCC1 has 3%
# In Gal4-VP16 FLuc, Cc1cccc(C)c1OCc1nnc(NC(=O)CSc2ccc(Cl)cc2)s1 has -1%
# In FLuc counter, CC1CC(NC(=O)c2c(O)nc3sccn3c2=O)CC(C)(C)C1 (stereo not drawn) has -1%
# In FLuc counter, Cc1cc(O)cc(O)c1C=NCc1ccco1 has 0%
# In uPA surface inh, O=C(c1cnn(-c2ccc(Cl)cc2)c1)c1ccccc1O has 0%

# Continuation:
compound	p53 reactivator	NPC1 promoter act	ELG1 genotoxic	BRCA1 expr act	FLuc counter	RORg inh	Gal4-VP16 FLuc	uPA surface inh	Rab9 prom act	CXXC DNA block	MBNL1 CUG block
CCSc1nnc(NC(=O)COc2ccc3ccccc3c2)s1	-7%	0%	-1%	-1%	-9%	-1%	5%	6%	-5%	-8%	71%[activator]
COc1ccccc1NC(=O)CN1C(=O)COc2ccc(S(=O)(=O)N3CCCCCC3)cc21	-2%	-1%	0%	-3%	0%	-34%	1%	1%	2%	2%	-1%
COc1cc(NC(=O)C2CCCN2S(=O)(=O)c2ccc3c(c2)CC(C)N3C(C)=O)cc(OC)c1 (stereo not drawn)	-6%	-7%	0%	-4%	4%	-8%	-1%	-13%	-2%	3%	-4%
O=C(N/N=C/c1cccc(OC(=O)c2ccc3c(c2)OCO3)c1)c1cncc(Br)c1	?	19%	13%	-3%	-5%	?	?	3%	?	103%[activator]	?
O=C(CN1C(=O)NC2(CCCCC2)C1=O)N1CCOCC1	5%	-3%	0%	-29%	-1%	·	·	0%	-5%	·	·
CCNc1c(NC(=O)C2CCC(C)CC2)c(=O)oc2ccccc12 (stereo not drawn)	-3%	2%	0%	-18%	0%	5%	-5%	1%	4%	-6%	-6%
Fc1ccc(-n2cc(-c3ccccc3)c3c(=S)nc[nH]c32)cc1	6%	-14%	7%	0%	-1%	1.3µM*	1µM*	-1%	0%	3%	9%
COc1ccc(NC(=O)NC(=O)c2ccccc2)cc1	?	1µM*	?	1.1µM*	?	14%[1.91 µM]	4%	8%	0.71µM*	3%	-1%
Cc1c(NC(=O)C2CCCN2S(=O)(=O)c2cccc3nsnc23)cccc1C(=O)O (stereo not drawn)	3%	-1%	0%	-5%	1%	-5%	0%	1%	-10%	1%	?
COc1cccc(N=C2C(=O)N3CCCc4cccc2c43)c1	1%	1%	7%	11%	0%	?	2%	-1%	3%	-3%	15%
O=C(COc1ccc(Cl)cc1)NCCCNC(=O)c1ccccn1	-1%	-1%	-1%	6%	-2%	26%	10%	2%	-2%	-18%	-4%
Cn1c(=NC(=O)c2ccc3c(c2)OCCO3)sc2cc(S(C)(=O)=O)ccc21	-2%	-1%	14%	-27%	3%&3%	-20%	-26%	-1%	0%	0%	3%
COC(=O)c1ccc2c(c1)N(Cc1cc(C)ccc1C)C(=O)c1ccccc1S2=O (stereo not drawn)	3%	0%	2%	·	2%	-16%	-2%	·	-4%	-3%	9%

# Among those listed so far, these contain a thiophene ring, fused or not:
compound	p53 reactivator	NPC1 promoter act	ELG1 genotoxic	BRCA1 expr act	FLuc counter	RORg inh	Gal4-VP16 FLuc	uPA surface inh	Rab9 prom act	CXXC DNA block	MBNL1 CUG block
O=C(/C=C/c1cn(CC(O)CN2CCCCCC2)c2ccccc12)c1cccs1 (stereo not drawn)	5%	-5%	2%	-32%	?	10%	-21%	-7%	-6%	87%[activator]	·
CC(C)c1nc2scc(-c3ccc(Cl)cc3)c2c(=O)n1N	9%	1%	0%	71%	?	?	-3%	1%	15%	-6%	-9%
